# TSG101-PTAP inh: blocks PTAP/TSG101 interaction to inhibit HIV-1 budding. Potency, µM (highest dose often 115 µM), inactives show top-dose activity change, negative = inhibition, usual class: inhibitors. 340,000 tested, under 10 active. Q99816. Fluorescence polarization, FITC-PTAP peptide / Tsg101 binding. AID 493005; active means well fitted inhibition curve with a large enough effect in the main read-out, with a control signal flat, not every such curve was filed as active; inconclusive means small, poorly fitted or top-dose-only effect, or effect the other way, or a change in a side signal; inactive means no such curve, though single readings can be large or run the other way; further: potency means the concentration at half of the fitted maximal effect; % of control where 0% means no effect
#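 Fluorescence anisotropy tracks displacement of a FITC-tagged PTAP peptide (50 nM) from the Tsg101 binding domain (10 uM), following a 20 min room-temperature incubation at pH 7.5.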
# BRCA1 expr act: BRCA1 expression activation. MCF7-BRCA1-FFLuc reporter, luminescence, 48 h; response scale: scaled: vehicle 0%, 10 µM genistein 100%. Potency, µM (highest dose often 46.1 µM), for the others: top-dose activation, hits mostly activators. actives 1.1% (n = 380,000); further: potency means the concentration at half of the fitted maximal effect; nearly all actives have a fitted effect of over 80% in size; some results filed as inactive show a strong effect at the top dose
#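 Reporter cells (MCF7, BRCA1 promoter-firefly luciferase) received library compounds across a concentration series for 48 h. End-point luminescence was measured and concentration-effect curves derived after normalization.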
# ELG1 DNA repair: blocks ELG1-dependent DNA repair in HEK293T cells | actives 2.3% (n = 330,000) | AID 504467 | Potency, µM (series often up to 46.1 µM), without a hit: top-dose activity change, negative = inhibition, usual class: inhibitors | HEK293T ELG1-luciferase reporter, luminescence, 16 h; DNA damage induced by 5-fluorouridine; further: potency means the concentration at half of the fitted maximal effect; on the % scale 0 is the no-effect control and ±100 the full control effect; nearly all actives have a fitted effect of over 55% in size
#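 DMSO vehicle served as the neutral condition. Each well held 2,000 cells given 5-fluorouridine plus compound; after 16 hr at 37 °C/5% CO2, ONE-Glo was added and luciferase measured 30 min later.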
# p53 reactivation: re-activators of mutant p53; H1299 p53-A138V BP100-luciferase reporter, luminescence, 24 h; Potency, µM (series often up to 92.2 µM), for inactives: top-dose activity change, positive = activation, most hits filed as activators; actives 0.063% (n = 320,000); AID 504706; further: potency means the concentration at half of the fitted maximal effect; % of control where 0% means no effect; nearly all actives have a fitted effect of over 45% in size
#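 H1299 (p53-null), stable ts p53-A138V + BP100-Luc; 1000 cells/well, Opti-MEM/10% FBS; cpd 4 pt, 1:5; 24 h, 37 deg C, 5% CO2; detection reagent 10 min RT; luminescence.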
# AT treatment: potential ataxia-telangiectasia treatment; […] A-T fibroblasts, KAP-1 phosphorylation AlphaLISA; neocarzinostatin DNA damage 30 min before lysis; Potency, µM (highest dose often 57.5 µM), inactives show top-dose activation, most hits filed as activators; actives 0.19% (n = 320,000); AID 485349; further: potency means the concentration at half of the fitted maximal effect; % of control where 0% means no effect; nearly all actives have a fitted effect of over 45% in size
#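 ATM-like activity read as KAP-1 phosphorylation via AlphaLISA donor/acceptor antibody pairs after lysis and 6 hr at 25C. Cells were ATM-null patient fibroblasts ([…], hTERT), dosed 60 min, then exposed to the DSB inducer NCS for 30 min.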
# a7 integrin act: activates integrin-mediated alleviation for muscular dystrophy; Potency, µM (series often up to 38.3 µM), for the others: at the highest dose activation, actives largely listed as activators; alpha7betagal myoblasts, beta-gal FDG fluorescence, 48 h; AID 624291; actives 0.064% (n = 350,000);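 further: potency means the concentration at half of the fitted maximal effect; 100% = response of the positive control SU9516; nearly all actives have a fitted effect of over 60% in size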
#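 alpha7betagal+/- myoblasts (passage 13, 250/well) treated 48 h at 37C with compounds at 1:260 dilution of DMSO stock. Lysed, then beta-galactosidase activity read as FDG fluorescence (ex 480/em 540) after 30 min, with pre-read for autofluorescence.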
# B2AR arrestin: recruits beta-arrestin to the human beta2-adrenergic receptor | P07550 | beta-arrestin recruitment to beta2AR, cell-based reporter | Potency, µM (top dose mostly 46.1 µM), inactives show top-dose activation, hits mostly activators | actives 0.02% (n = 330,000) | AID 492947;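 further: potency means the concentration at half of the fitted maximal effect; 0% = DMSO controls and full agonism = EC100 isoproterenol or metaproterenol; nearly all actives have a fitted effect of over 65% in size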
# TRPV1 ag: activates the human vanilloid receptor TRPV1. Q8NER1. TRPV1-expressing cells, Fluo-8 calcium influx, agonist mode. activation, % at 8.33 µM. actives 0.19% (n = 320,000); in the data active means activation above about 80%; inconclusive means between about 30% and that limit; further: 0% is about no effect
#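 Cells expressing TRPV1 were dye-loaded with Fluo-8 and read kinetically: 10 s baseline, 3 min after compound (agonist portion), then 2 min after EC20 capsaicin (allosteric enhancer portion). Calcium-bound dye fluorescence at 480/520 nm.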
# TCR activator: activates T cell receptor signaling. 330,000 tested, under 10 active. primary human leukocytes, anti-CD3, IL-2 HTRF, 48 h. Potency, µM (top dose mostly 9.22 µM), for inactives: at the top dose activation of IL-2 secretion, hits mostly activators; further: % of control where 0% means no effect
#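 Primary human leukocytes were stimulated with a-CD3 beads plus compounds for 48 hr without co-stimulation; secreted IL-2 was quantified by HTRF using a-IL-2-K (europium cryptate) and a-IL-2-d2, excited at 320nm with acceptor emission read at 665nm.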
# MLL CXXC-DNA inh: MLL CXXC-DNA interaction inhibition; Q03164; MLL-CXXC / FITC-HOXA9 DNA fluorescence polarization; Potency, µM (top dose mostly 115 µM), for the others: at the highest dose activity change, negative = inhibition, most hits filed as inhibitors; actives 0.037% (n = 290,000); active means well fitted inhibition curve with a large enough effect in the polarisation, with a control signal flat, not every such curve was filed as active; inconclusive means small, poorly fitted or top-dose-only effect, or effect the other way, or a change in a side signal; inactive means no such curve, though single readings can be large or run the other way; the % refers to the polarisation; further: potency means the concentration at half of the fitted maximal effect
#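 Fluorescence polarization: 7 uM MLL-CXXC (stock) preincubated 5 min with compounds, then 50 nM fluorescein-HOX-A9 DNA (stock) added; 30 min ambient. Buffer 50 mM Tris-HCl pH 7.5, 50 mM NaCl, 1 mM DTT, 0.05% BSA.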
# The depositor's hits bear a star; ? = inconclusive; . = not tested or not shown; [ ] = another dose, or the depositor's remark. Unless noted, the call rests on the fitted dose curve; in most records, active means well fitted curve in the direction sought with a large enough effect; inconclusive means small, poorly fitted or top-dose-only effect, or another doubt; inactive means no such curve, though single readings can be large; an effect the other way counts as inactive or inconclusive.
SMILES,TSG101-PTAP inh,BRCA1 expr act,ELG1 DNA repair,p53 reactivation,AT treatment,a7 integrin act,B2AR arrestin,TRPV1 ag,TCR activator,MLL CXXC-DNA inh
CCCCC/C=C/C1=CC(=O)C[C@H](c2ccc(OC)c(OC)c2)C1,2%,-25%,-24%,-1%,3%,-12%,-0.4%,18,0%,.
O=C(NC(=S)Nc1ccccc1Br)C1CCCC1,1%,?,?,28µM*,-9%,-14%,3.3%,16,5%,-3%
O=C(COC(=O)CCc1nc2ccccc2s1)Nc1ccc(Cl)cn1,8%,13%,?,-10%,1%,17%,2.8%,11,4%[46.1 µM],1%
Cc1ccc(/C=C/C(=O)O)cc1S(=O)(=O)NCCO,-11%,-16%,7%,-1%,9%,24%,-0.2%,-2,-10%,7%
C=CCNC(=O)c1ccc(N(CC=C)S(C)(=O)=O)cc1,-7%,0%,-14%,-10%,-9%,7%,-1.4%,-5,3%[46.1 µM],2%
COc1ncccc1C(=O)NC1CCCc2c1cnn2-c1cc(C)cc(C)c1 (centres undefined),-4%,-4%,-3%,-2%,5%,31%,-0.1%,2,-4%,-3%
Brc1cc2c(cc1Br)OCCOCCOCCO2,-1%,-3%,5%,5%,7%,12%,-0.2%,9,1%,7%
Nc1nonc1NC(=O)CSc1ncccc1C(=O)O,-5%,8%,4%,4%,-2%,23%,0.3%,1,.,-9%
O=C(Oc1ccc(-c2csnn2)cc1)c1cccs1,-1%,11%,1%,0%,3%,23%,0.4%,-1,13%,110%[activator]
CSC1=NCCN1S(=O)(=O)c1ccccc1,2%,31%,6%,1%,12%,-1%,0.0%,9,8%,0%
CCCCOc1ccc(C(=O)Nn2c(-c3cccs3)nc3ccccc3c2=O)cc1,1%,-11%,0%,4%,3%,7%,-1.1%,-2,0%[46.1 µM],13%
CC(CCc1ccccc1)NS(=O)(=O)c1ccccc1Cl (centres undefined),-2%,-4%,1%,4%,6%,2%,-0.6%,15,0%,13%
Cc1ccc(C(=O)O/N=C2\CC3CCC2(C)C3(C)C)cc1 (centres undefined),-4%,1%,0%,0%,8%,33%[7.66 µM],-0.5%,25,-2%[46.1 µM],-2%
Cc1ccccc1NS(=O)(=O)c1nnc(NC(=O)c2ccccc2F)s1,-6%,-12%,1%,5%,-6%,6%,-0.2%,-2,1%,.
COc1ccc2[nH]c(C)c(CCNC(=S)Nc3cccc(C)c3C)c2c1,-6%,-8%,?,-3%,-6%,-2%,-0.3%,12,-1%,3%
O=C(COc1ccc(Cl)cc1Cl)NNC(=S)Nc1ccc(F)cc1,-6%,-8%,16%,-9%,-3%,0%,-0.1%,-2,-3%,12%
CC(OC(=O)Cc1c(F)cccc1Cl)C(=O)NC1CCCCC1C (centres undefined),1%,30%,24%,8%,0%,0%,0.4%,8,2%,.
CCOC(=O)c1nc(-c2ccc(OC)c(OC)c2)no1,-1%,-1%,13%,-3%,2%,-3%,-0.4%,-2,-2%,-6%
N#Cc1cccc(C(=O)N(CCc2ccccc2)Cc2cccs2)c1,0%,-38%,-29%,-4%,15%,-7%,0.2%,10,-8%,26%
C#CCOCCOCCOCCNc1nc(N2CCN(C(=O)Cn3cc(CCO)nn3)CC2)nc(N2CCN(C(=O)[C@H](C(C)C)n3cc(CCO)nn3)CC2)n1,0%,9%,21%,3%,-13%,32%,-0.6%,11,-5%,-1%
COc1ccc(-c2csc(N(CC3CCCO3)C(=O)c3ccco3)n2)cc1 (centres undefined),-6%,-3%,?,-11%,27%,13%,0.3%,7,5%,-7%
O=C(NCc1ccco1)C1CC(c2cc(C(F)(F)F)cc(C(F)(F)F)c2)=NO1 (centres undefined),2%,-30%,16%,2%,23%,-19%,-1.1%,?,3%,-4%
Cn1c(SCC(=O)N2CCCCC2)nc2c([nH]c3ccccc32)c1=O,-2%,2%,-3%,-2%,3%,19%,4.8%,2,-7%,10%
CC(=O)c1ccc(S(=O)(=O)NC2CC(=O)N(c3ccc4c(c3)OCCO4)C2)cc1 (centres undefined),-3%,-7%,9%,-1%,3%,-35%,0.4%,-1,0%,.
CCCCN(C(=O)C(C)N1C(=O)c2ccccc2C1=O)c1c(N)n(CC(C)C)c(=O)[nH]c1=O (centres undefined),2%,1%,6%,-4%,8%,21%,-0.2%,3,-18%,.

# Filtered by structure, the entries above containing bromine
SMILES,TSG101-PTAP inh,BRCA1 expr act,ELG1 DNA repair,p53 reactivation,AT treatment,a7 integrin act,B2AR arrestin,TRPV1 ag,TCR activator,MLL CXXC-DNA inh
O=C(NC(=S)Nc1ccccc1Br)C1CCCC1,1%,?,?,28µM*,-9%,-14%,3.3%,16,5%,-3%
Brc1cc2c(cc1Br)OCCOCCOCCO2,-1%,-3%,5%,5%,7%,12%,-0.2%,9,1%,7%

# Continuation.
SMILES,TSG101-PTAP inh,BRCA1 expr act,ELG1 DNA repair,p53 reactivation,AT treatment,a7 integrin act,B2AR arrestin,TRPV1 ag,TCR activator,MLL CXXC-DNA inh
COc1ccc(S(=O)(=O)N2CCOC2CNC(=O)C(=O)NCCc2ccc(OC)c(OC)c2)cc1C (centres undefined),0%,-33%,15µM*,-2%,10%,14%,-0.3%,-2,1%[46.1 µM],0%
CCCCCC(=O)N1CCCCC1,-1%,0%,8%,-1%,14%,16%,-0.6%,-14,0%,-4%
COc1ccc(/C=C2\SC(=S)N(C(C)C(=O)NC3C=CS(=O)(=O)C3)C2=O)cc1 (centres undefined),-6%,-33%,?,26%,-13%,-40%,4.4%,-1,7%,5%
Cc1ccc(S(=O)(=O)N(C)C)cc1NC(=O)COC(=O)Cc1ccccc1F,0%,-2%,1%,-8%,4%,12%,0.3%,-1,-3%,.
CC1=NN(c2ccccc2)C(=O)/C1=C\c1ccc(Br)s1,-6%,1%,?,0%,4%,9%,-0.5%,-1,-8%,-1%
CCOC(=O)Cc1csc(NC(=O)c2ccc3c(c2)OCO3)n1,-1%,0%,-15%,?,-4%,-10%,0.1%,?,5%,7%
COc1ccc2oc(=O)c(C(=O)N3CCN(c4ccccc4F)CC3)cc2c1,-3%,-4%,-5%,-17%,-5%,-21%,-0.3%,3,2%,-3%
COc1ccc(-c2csc3ncnc(NCCN4CCOCC4)c23)cc1,-3%,-55%,13µM*,2%,-1%,-15%,0.2%,3,-6%,-4%
CN(C)CCCNCCCNC(=O)/C(=N\O)c1ccccn1,-4%,13%,4%,-2%,-2%,12%,0.0%,0,6%[46.1 µM],-3%
Cc1ccccc1-c1nnnn1C1CCS(=O)(=O)C1 (centres undefined),0%,16%,15%,-9%,-4%,-3%,-0.2%,-1,4%,-3%
COCCn1c(=S)[nH]c2ccc(N(C)C)cc2c1=O,-7%,0%,-1%,-5%,4%,-6%,-0.1%,-1,2%,4%
O=C(NCc1ccc(F)cc1)c1cccc2c1C(=O)N(Cc1cccnc1)C2,0%,5%,?,-2%,0%,-5%,-0.3%,-4,4%,10%
CCc1c(C)sc(NC(=O)c2cc(-c3ccc(O)cc3)on2)c1C#N,-2%,-6%,-4%,-2%,6%,-5%,0.4%,1,2%,10%
COCCCn1nnnc1SCC(=O)Nc1ccc2c(c1)OCCO2,-2%,-2%,21%,2%,-3%,-19%,0.0%,2,1%,-13%
Cn1ccnc1/C(=N\NC(=O)c1ccccc1)c1cccc([N+](=O)[O-])c1,-3%,-5%,7%,29%,-2%,-54%[inhibitor],0.2%,9,1%,-11%
Cc1ccc(-c2nc(CN(CC3CCC3)CC3CCCO3)c(C)o2)s1 (centres undefined),-1%,0%,-4%,2%,5%,-27%,-0.6%,17,-9%,7%

# Of the compounds above, these contain a Cl atom.
SMILES,TSG101-PTAP inh,BRCA1 expr act,ELG1 DNA repair,p53 reactivation,AT treatment,a7 integrin act,B2AR arrestin,TRPV1 ag,TCR activator,MLL CXXC-DNA inh
O=C(COC(=O)CCc1nc2ccccc2s1)Nc1ccc(Cl)cn1,8%,13%,?,-10%,1%,17%,2.8%,11,4%[46.1 µM],1%
CC(CCc1ccccc1)NS(=O)(=O)c1ccccc1Cl (centres undefined),-2%,-4%,1%,4%,6%,2%,-0.6%,15,0%,13%
O=C(COc1ccc(Cl)cc1Cl)NNC(=S)Nc1ccc(F)cc1,-6%,-8%,16%,-9%,-3%,0%,-0.1%,-2,-3%,12%
CC(OC(=O)Cc1c(F)cccc1Cl)C(=O)NC1CCCCC1C (centres undefined),1%,30%,24%,8%,0%,0%,0.4%,8,2%,.
